D2 antag = HTS Assay for Allosteric Antagonists of the Human D2 Dopamine Receptor: Primary Screen for Antagonists; D(2) dopamine receptor (Homo sapiens), P14416; HEK293 TREx D2 cells, calcium flux, dopamine EC80; inhibition, % at 10 µM; 340,000 tested, 2% active; in the data active = inhibition above about 30%; also: 0% is about no effect
Target sequence (P14416 whole entry, looked up): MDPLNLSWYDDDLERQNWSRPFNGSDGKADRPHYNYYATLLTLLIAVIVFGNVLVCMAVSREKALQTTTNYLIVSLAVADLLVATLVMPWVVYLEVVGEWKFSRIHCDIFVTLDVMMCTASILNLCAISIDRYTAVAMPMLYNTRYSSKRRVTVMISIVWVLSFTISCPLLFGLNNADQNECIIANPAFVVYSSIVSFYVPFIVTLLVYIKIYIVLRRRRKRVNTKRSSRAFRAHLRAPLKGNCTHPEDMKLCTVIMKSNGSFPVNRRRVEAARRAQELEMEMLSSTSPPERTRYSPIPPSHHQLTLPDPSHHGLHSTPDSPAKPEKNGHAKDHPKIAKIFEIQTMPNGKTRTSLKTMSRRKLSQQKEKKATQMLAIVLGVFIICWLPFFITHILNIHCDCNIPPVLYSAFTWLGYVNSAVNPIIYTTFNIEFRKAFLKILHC
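In this primary screen, negative modulation is detected by tracking calcium flux after an EC80 dopamine challenge in inducible HEK293 T-REx D2 cells preexposed to test compound for 180 s.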
Vif-A3F inh = qHTS for Inhibitors of Vif-A3F Interactions: qHTS. 390,000 tested, 0.2% active. AID 602313, 2012. Potency, µM (doses to about 46.1 µM), for the others: top-dose activity, negative = active. HeLa A3F-eYFP + Vif (tagged APOBEC3F with the HIV-1 protein that degrades it), YFP fluorescence increase; also: potency is read from the fitted curve at half-maximal effect; % of control where 0% means no effect; nearly all actives have a fitted effect of over 65% in size
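Fluorescence increase (Ex 488/Em 500-530) after overnight compound treatment at 37 deg C flags inhibition of Vif-driven A3F-eYFP loss in stable HeLa A3F-eYFP/Vif cells seeded overnight beforehand.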
GRP78 ERSR act = qHTS for Inducers of the Endoplasmic Reticulum Stress Response (ERSR) in Human Glioma: qHTS. U87-MG GRP78 promoter luciferase reporter, 16 h. Potency, µM, without a hit: top-dose activation, usual class: activators. 420,000 tested, 0.02% active. AID 602332, 2012; also: potency is read from the fitted curve at half-maximal effect; series mostly up to about 76 µM; % of control where 0% means no effect; nearly all actives have a fitted effect of over 35% in size
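Stably transfected U87-MG glioma cells carrying a GRP78-based luciferase sensor; 16 h compound incubation. Luminescence end-point read 10 min after Bright-Glo addition at room temperature.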
Vif-APOBEC3G blk = qHTS for Inhibitors of Vif-A3G Interactions: qHTS | 410,000 tested, 0.076% active | HeLa A3G-eYFP + Vif (tagged APOBEC3G with the HIV-1 protein that degrades it), YFP fluorescence, overnight | DNA dC->dU-editing enzyme APOBEC-3G (Homo sapiens), Q9HC16 | Potency, µM (highest dose often 46.1 µM), inactives show top-dose activity, negative = active, most hits filed as inhibitors;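 also: potency is read from the fitted curve at half-maximal effect; % is scaled to controls: 0 for no effect and ±100 for the full control effect; nearly all actives have a fitted effect of over 60% in size; hits raise eYFP signal because A3G escapes Vif-driven loss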
Target sequence (Q9HC16 whole entry, looked up): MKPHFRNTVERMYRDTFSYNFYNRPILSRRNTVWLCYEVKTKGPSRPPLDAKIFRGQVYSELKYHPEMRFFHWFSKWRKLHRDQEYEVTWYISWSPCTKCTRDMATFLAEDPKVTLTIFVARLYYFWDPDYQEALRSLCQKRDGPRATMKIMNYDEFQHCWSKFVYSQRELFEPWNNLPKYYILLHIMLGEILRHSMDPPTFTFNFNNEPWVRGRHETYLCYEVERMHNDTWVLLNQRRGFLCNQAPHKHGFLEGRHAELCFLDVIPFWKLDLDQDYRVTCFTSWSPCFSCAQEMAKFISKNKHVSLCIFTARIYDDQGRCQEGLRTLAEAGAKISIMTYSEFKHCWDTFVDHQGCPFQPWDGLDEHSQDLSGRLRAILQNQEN
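Read-out is eYFP fluorescence (Ex 488/Em 500-530) from Vif-expressing HeLa A3G-eYFP cells; more signal means A3G escaped Vif-mediated degradation. Cells plated overnight, compound pinned in, incubated overnight at 37 deg C.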
D2 ag = HTS Assay for Allosteric Agonists of the Human D2 Dopamine Receptor: Primary Screen for Agonists; D(2) dopamine receptor (Homo sapiens), P14416; 340,000 tested, 0.53% active; HEK293 T-REx D2 cells, calcium flux agonist mode; activation, % at 2 µM;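 active = activation over 3 SD above normal in the single-dose calcium agonist read, cut at about 30% in these data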; also: 0% is about no effect
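HEK293 Trex D2 cells, tetracycline-induced, o/n 30 C 5% CO2; no-wash Ca dye, RT 30–90 min; 10-cycle baseline, 23 nl cpd added, kinetic Ca read 180 s; agonist hits = positive Ca response.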
RGS4 inh = Inhibitors of Regulator of G Protein Signaling (RGS) 4: qHTS. Transcreener GDP fluorescence polarization, RGS4-accelerated GTP hydrolysis. Potency, µM (series often up to 114 µM), for the others: at the top dose activity change, negative = inhibition, hits mostly inhibitors. 390,000 tested, 0.039% active. AID 504845, 2011; also: potency is read from the fitted curve at half-maximal effect; % is scaled to controls: 0 for no effect and ±100 for the full control effect; nearly all actives have a fitted effect of over 75% in size; some results filed as inactive show a strong effect at the top dose
Target sequence (P49798 whole entry, looked up): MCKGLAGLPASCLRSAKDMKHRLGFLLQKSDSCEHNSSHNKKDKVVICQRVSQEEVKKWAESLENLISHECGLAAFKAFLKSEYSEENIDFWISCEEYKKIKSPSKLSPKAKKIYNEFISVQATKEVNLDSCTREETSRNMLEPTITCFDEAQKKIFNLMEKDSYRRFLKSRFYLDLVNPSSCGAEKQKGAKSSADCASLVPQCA
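MLSMR compounds (23 nl, pin-transferred) preincubated 10 min at room temperature with a 500nM (2x) first reagent, then RGS4 at 900nM (2x) plus Transcreener GDP mix added; fluorescence polarization (620/688 nm) read before and after 90 min at 30 °C.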
ERG-DNA inh = qHTS for Small Molecule Inhibitors of the ERG Ets/DNA interaction | 370,000 tested, 0.028% active | fluorescence polarization, His-ERG Ets domain / labelled DNA | Potency, µM (series often up to 76.9 µM), for inactives: at the highest dose FP activity, negative = inhibition, actives largely listed as inhibitors; active = well fitted inhibition curve with a large enough effect in the polarisation, with a control signal flat; inconclusive = small, poorly fitted or top-dose-only effect, or effect the other way, or a change in a side signal; inactive = no such curve, though single readings can be large or run the other way; the % refers to the polarisation;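 also: polarization taken with two DNA probes labelled with fluorescein and Texas red; potency is read from the fitted curve at half-maximal effect; % of control where 0% means no effect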
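His-tagged ERG Ets domain (1 uM in the protein solution; 300mM KCl, 50mM Tris-HCl, 1mM EDTA, 1mM DTT, pH 7.5) received compound, then a probe mix of 5 nM fluorescein-DNA and 100nM Texas-615-DNA. Fluorescence polarization was read for both dyes.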
LDHA block = qHTS assay for inhibitors of human lactate dehydrogenase. purified LDHA, NADH/diaphorase-resazurin fluorescence; active compounds read low. activity change, % (values are at about 110 or 230 µM). 480,000 tested, 0.15% active; in the data active = activity change below about -30%; inconclusive = mostly about -25% to -30%;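 also: plate controls were DMSO wells for no effect and wells without enzyme for full effect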
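Human LDH5 at 2 nM final in Tris HCl pH 7.4 with 0.06 mM NADH and 0.2 mM pyruvate, reacted 5 minutes at room temperature. Remaining NADH coupled via diaphorase/resazurin; resorufin fluorescence read at 0 and 20 minutes, normalized to enzyme-free and DMSO wells.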
12-LOX inh = Primary qHTS assay for inhibitors of human arachidonate 12S-lipoxygenase (ALOX12): Round 2. Polyunsaturated fatty acid lipoxygenase ALOX12 (Homo sapiens), P18054. purified 12hLO, xylenol orange hydroperoxide absorbance. Potency, µM (top dose mostly 108 µM), inactives show top-dose activity change, negative = inhibition, most hits filed as inhibitors. 580,000 tested, 1.1% active; also: potency is read from the fitted curve at half-maximal effect; % is scaled to controls: 0 for no effect and ±100 for the full control effect
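Hydroperoxide product was detected by ferrous iron/xylenol orange as the 573 to 405 nm absorbance ratio. Arachidonic acid at 40 uM (final) was turned over for 30 min at room temperature by 150 nM human 12hLO, pH 7.0 Hepes buffer, after 15 min compound preincubation.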
* = called active by the depositor; ? = inconclusive; . = no result given; [ ] = dose if it differs, or a comment. Unless noted, calls follow the shape of the dose curve; as a rule, active = well fitted curve in the direction sought with a large enough effect; inconclusive = small, poorly fitted or top-dose-only effect, or another doubt; inactive = no such curve, though single readings can be large; an effect the other way counts as inactive or inconclusive. This is a subset; the hit share may differ from the screen's.

Results follow in this order: D2 antag, Vif-A3F inh, GRP78 ERSR act, Vif-APOBEC3G blk, D2 ag, RGS4 inh, ERG-DNA inh, LDHA block, 12-LOX inh
Cc1cc(C)c2nc(NNC(=O)c3ccc(S(=O)(=O)N4CC(C)CC(C)C4)cc3)sc2c1 (configuration not stated)
→ 26.9, -8.8%, 11.0%, ?, 0.5, -12.2%, -12.7%, -4.7, 6.31µM*
COc1ccc(NC(=O)Cn2nc(C)c3ccccc3c2=O)cc1
→ ., 9.3%, -2.5%, 0.3%, ., -16.8%, -5.7%, 0.1, -6.3%
Cc1cc(=O)[nH]c(N/N=C/c2c[nH]c3ccccc23)n1
→ 0.5, 5.6%, 4.9%, -8.7%, -1.1, -17.9%, -7.6%, 1.0, 6.8%
C=CCn1c(C(C)C)nc2ccccc21
→ 2.4, 0.3%, -2.2%, -3.8%, -0.5, 5.6%, -3.8%, -1.0, -8.0%
CC(C)CN(C(=O)c1ccc(F)cc1F)c1c(N)n(CC(C)C)c(=O)[nH]c1=O
→ -21.4, 0.4%, -1.7%, -5.4%, 0.3, -16.8%, 0.2%, -8.1, 0.7%
CCOC(=O)C1CCN(c2ncnc3c2c(-c2ccccc2)cn3-c2ccc(Cl)cc2)CC1
→ ., -10.4%, -3.7%, -0.3%, 0.5, 17.3%, -9.9%, -9.3, -22.8%
O=C1N/C(=N/S(=O)(=O)Cc2ccccc2)S/C1=C/c1ccc2c(c1)OCO2
→ 21.1, -0.2%, 2.9%, -7.6%, -1.4, 2.9%, 11.0%, -2.4, ?
Cc1cc(=O)n(CC(=O)O)c2ccccc12
→ 9.3, 4.1%, -2.3%, 1.7%, 1.0, -8.7%, 10.4%, -5.6, -1.5%
COCCn1cnc2c1c(=O)[nH]c(=O)n2Cc1ccccc1
→ -11.2, -4.0%, -8.3%, 1.1%, 0.5, -19.2%, 3.9%, 1.0, .
CSc1ccc(NC(=O)N2CCN(c3nc4ccccc4s3)CC2)cc1
→ ., -0.9%, -3.1%, 0.9%, ., 6.6%, 0.2%, -11.5, 4.3%
CC(C)OC(=O)c1cccc2c1C(=O)c1ccccc1-2
→ 5.6, 3.2%, 5.6%, -10.1%, -0.4, 6.7%, -5.3%, -0.4, 0.0%
CN(C)c1cccc(C(=O)n2cc(C(=O)c3cc(F)ccc3O)cn2)c1
→ 6.3, 0.0%, 1.8%, -2.4%, -0.9, 2.9%[11.4 µM], -3.9%, -5.5, 0.0%
CCC(C)N=C1CC(C)(C)CC(=O)/C1=C(/O)Cc1ccccc1 (configuration not stated)
→ 4.7, -23.4%, -2.6%, -0.4%, 1.1, 0.9%, 13.5%, -5.3, 1.5%
COc1ccccc1NC(=O)c1nn(C)c2c1CS(=O)(=O)c1ccccc1-2
→ ., -0.3%, -0.9%, -7.4%, 0.5, -19.5%, -5.1%, 2.1, -2.3%
C[C@H](CO)N1C[C@H](C)[C@@H](CN(C)Cc2ccc(-c3ccccc3)cc2)Oc2ccc(NC(=O)Cn3cnnn3)cc2C1=O
→ ., 8.4%, -0.6%, -0.4%, ., -5.0%, -9.0%, -5.2, 2.0%
CCN(CC(=O)NC(=O)NCc1ccco1)Cc1nc2ccccc2c(=O)[nH]1
→ -3.5, ?, -1.0%, 3.7%, -0.6, -1.5%, 6.4%, 2.7, 24.9%
CCN1CCN(C(=O)c2ccc(Cl)c(S(=O)(=O)N(C)c3ccccc3)c2)CC1
→ 3.0, 2.3%, -1.9%, 0.5%, -0.1, -12.9%, 0.8%, 0.6, 14.4%
COc1ccc(OCc2cc(C(=O)NC3CCOCC3)no2)c2ccccc12
→ -10.2, -3.7%, 8.8%, 0.0%, 0.6, -6.9%, 0.6%, 6.9, ?
COc1cccc(CNC(=O)CCc2nnc3ccc(NCCCN4CCCC4=O)nn23)c1
→ -1.3, 0.7%, -2.4%, -5.4%, -0.1, 9.4%[11.4 µM], 5.0%, -0.8, 0.7%
CN1CCN(C(=O)c2cnn(-c3cccc(F)c3)c2C2CCN(C(=O)OC(C)(C)C)CC2)CC1
→ ., -3.8%, -1.7%, 5.0%, 0.3, -10.1%, 9.7%, -6.2, -4.7%
Cc1ccc(CNC(=O)c2cccc(N3CCCS3(=O)=O)c2)cc1
→ ., 1.8%, -1.7%, 2.0%, ., -9.3%, -0.3%, 0.5, 1.5%
CCOC(=O)c1c(C)[nH]c(C(=O)OCC(=O)N2c3ccccc3CC2C)c1C (configuration not stated)
→ -8.9, 3.1%, 2.9%, -8.3%, -0.1, 8.0%, 2.6%, -5.8, ?
O=C1N(Cc2cccnc2)C[C@@H]2C[C@@H](c3cccc(Oc4ccccc4)c3)N3CCC[C@@]123
→ -8.9, 0.3%, -4.7%, -2.2%, -0.5, -12.4%, 6.7%, 0.5, 3.2%
COc1ccc(CNC(=O)C2CCN(S(=O)(=O)N3CCCCC3)CC2)c(OC)c1
→ 5.2, -4.0%, 4.1%, 1.2%, -0.5, 6.7%, -0.4%, 2.2, 3.5%
COc1cccc(CNC(=O)Cc2csc3nc(-c4ccccc4)cn23)c1
→ ., 5.6%, -0.9%, -6.2%, -0.7, -16.7%, 2.6%, -0.6, 6.0%
CCOC(=O)c1ccc(NS(=O)(=O)c2cc3c4c(c2)CCN4C(=O)CC3)cc1
→ 2.0, -17.7%, 5.2%, -0.3%, 0.1, -15.7%, 3.7%, -3.3, 10.0%
COc1ccc(CCN2C(=O)CS/C2=N/NC(=O)c2ccccc2F)cc1OC
→ -1.7, -9.2%, 2.2%, -1.9%, 1.2, 13.3%, 11.0%, -2.9, -1.9%
COc1cc(Cn2c3ccc(NC(=O)NCCc4ccccc4)cc3c(=O)n2C)ccc1F
→ ., ., -2.4%, -2.0%, ., ., ., 3.4, -23.1%
CC(=O)N1CCN(C(=O)c2ccc(C(=O)c3ccccc3)cc2)CC1
→ -8.0, 0.2%, -3.8%, 0.9%, -0.4, 8.3%, 17.6%, -3.8, 1.7%
CC(=O)Nc1cccc2cc(O)ccc12
→ ., -11.5%, -1.9%, 1.7%, ., -27.2%, 1.9%, 20.5, -21.8%
COC(=O)c1ccc(CNC(=O)Cn2cc(C)c(=O)[nH]c2=O)cc1
→ ., 1.8%, -3.0%, -0.5%, ., -6.0%, 5.5%, 10.1, -9.2%
CCOc1ccc(S(=O)(=O)N(CC)CC(=O)NCc2ccco2)cc1C
→ 15.5, -7.4%, 0.7%, 0.5%, -0.2, 0.0%, 10.1%, -1.4, -4.4%
COc1nc(-c2ccc(C)cc2)ccc1-c1noc(-c2ccc(C(C)(C)C)cc2)n1
→ ., -5.0%, -3.2%, -3.1%, 0.3, 6.6%, 8.1%, -2.7, -15.3%
CCOc1cc(CNc2ncc(-c3ccc(OC)cc3)n2C)ccc1O
→ 11.6, 5.6%, -3.8%, -11.6%, 0.0, -4.0%, -2.0%, -3.0, 1µM*
CN(CCc1ccccn1)C1CCCN(S(=O)(=O)c2ccc(F)c(Cl)c2)C1 (configuration not stated)
→ -12.6, -8.4%, 1.7%, -1.0%, -0.8, -5.4%, -5.2%, -4.1, -26.9%
CCOc1c2c(c(-c3ccc4c(c3)OCO4)c3cc(OC)c(OC)cc13)C(=O)OC2
→ ., ., -1.1%, 3.7%, ., -10.4%, ., 2.3, .
C=C(C)CSc1ncc(-c2cccc(C(F)(F)F)c2)cn1
→ -4.2, -2.4%, 0.5%, 1.8%, -0.6, -11.9%, 8.9%, 6.6, 11.4%
Cc1ccc2scc(N3CCC(C)CC3)c(=O)c2c1
→ ., -12.2%, -6.1%, -0.9%, -0.6, -20.1%, 9.3%, -4.3, 1.1%
COc1ccccc1C(=O)NCCC(=O)NC(C)c1ccc(-n2ccnc2)cc1 (configuration not stated)
→ 32.7*, -0.3%, -3.5%, -1.6%, 0.4, -26.9%, 2.0%, -2.0, 4.7%
CCNS(=O)(=O)c1cc(Br)ccc1OC
→ -4.0, 2.3%, -1.2%, 0.7%, -2.1, -18.6%, -13.0%, -8.0, 12.6%
O=C(CSc1nc2ccccc2[nH]1)NCC1CCCO1 (configuration not stated)
→ -7.1, 0.0%, 6.0%, -1.9%, 0.5, 6.2%, 2.5%, -5.8, 1.1%
Cc1ccc(N(Cc2ccccc2)C(=O)c2cc(S(=O)(=O)N3CCOCC3)ccc2F)cc1
→ -2.4, -11.0%, -0.1%, -0.8%, 0.1, -41.6%, ., 2.0, 0.0%
Cc1ccc(N=Nc2c(N)[nH]n3c(=O)cc(C)nc23)cc1
→ 19.3, 5.0%, 5.2%, -1.5%, 0.1, -4.2%, 2.9%, 4.1, -12.9%
CCOC(=O)c1c(O)c2cccc3c2n(c1=O)CC3
→ 3.7, 3.2%, -1.6%, -1.4%, -1.2, -21.8%, 4.4%, 2.8, -146.3%

Bioassay records from PubChem BioAssay.
